Assay outcomes deposited in PubChem BioAssay by NMMLSC.
Rab2A wt mod = modulators of GTP binding to Rab2A wildtype, primary screen, biochemical, dog, bead-based flow cytometry, multiplex. GST-Rab2 wt beads, Bodipy-GTP binding. 190,000 compounds, 0.19% hits. GTP binding activity, % at 10 µM. Ras-related protein Rab-2A (Canis lupus familiaris), P61105;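 active means GTP binding activity at least 20 points away from 100%, either lowered or raised; inconclusive means signal likely due to the compound's own green fluorescence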;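 further: 0% = beads with excess unlabeled GTP and 100% = no-compound control corrected for plate trend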
Bcl-B Bim block = inhibitors of Bim-Bcl-B binding, primary screen, biochemical, multiplexed, human Bcl-2 family; bead-based flow cytometry, Bim peptide-Bcl-B binding; 190,000 compounds, 0.073% hits; inhibition, % at 10 µM; AID 951, 2007;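 further: 0% = tracer peptide without compound and 100% = reference inhibitor peptide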
Target sequence (Q9HD36 whole entry, looked up): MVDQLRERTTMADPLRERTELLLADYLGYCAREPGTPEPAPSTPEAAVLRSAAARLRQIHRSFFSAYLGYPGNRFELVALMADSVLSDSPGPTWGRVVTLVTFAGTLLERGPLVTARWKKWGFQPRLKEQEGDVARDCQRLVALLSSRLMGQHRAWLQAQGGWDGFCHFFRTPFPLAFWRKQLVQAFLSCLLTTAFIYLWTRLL
Rab7 wt modul = modulators of GTP binding to Rab7, primary screen, biochemical, wildtype, multiplex bead flow cytometry | Rab7 GTPase wild type (dog), Bodipy-FL-GTP binding | GST-Rab7 beads, fluorescent GTP binding; actives lie on both sides; untreated = 100%, excess cold GTP = 0% | GTP binding activity (percent of control), % at 10 µM | 190,000 compounds, 0.055% hits;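 active means fluorescent GTP binding to Rab7 beads changed by at least 20 points from the 100% baseline, either direction, mostly lower; inconclusive means compound itself probably fluorescent, or too few beads counted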;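 further: median green fluorescence of bound Bodipy-FL-GTP per Rab7 bead population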
Bim-Bcl-W = inhibitors of Bim binding to Bcl-W, primary screen, biochemical, multiplexed, bead-based flow cytometry; Bcl-2-like protein 2 (Homo sapiens), Q92843; 190,000 compounds, 0.02% hits; AID 952, 2007; inhibition, % at 10 µM; Bim peptide-Bcl-W binding;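 further: 0% = bound tracer without compound and 100% = peptide blocker; higher means less fluorescent Bim peptide bound to Bcl-W beads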
Bcl-2 Bim block = inhibitors of Bim-Bcl-2 binding, primary screen, biochemical, multiplexed, human Bcl-2 family. Bead-based flow cytometry, Bim peptide-Bcl-2 binding. inhibition, % at 10 µM. AID 950, 2007. Apoptosis regulator Bcl-2 (Homo sapiens), P10415. 190,000 compounds, 0.06% hits; in the data active means inhibition above about 40%; inconclusive means no clear call, values can overlap the other calls;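 further: 0% = no compound wells with probe peptide and 100% = reference peptide inhibitor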
Target sequence (P10415 whole entry, looked up): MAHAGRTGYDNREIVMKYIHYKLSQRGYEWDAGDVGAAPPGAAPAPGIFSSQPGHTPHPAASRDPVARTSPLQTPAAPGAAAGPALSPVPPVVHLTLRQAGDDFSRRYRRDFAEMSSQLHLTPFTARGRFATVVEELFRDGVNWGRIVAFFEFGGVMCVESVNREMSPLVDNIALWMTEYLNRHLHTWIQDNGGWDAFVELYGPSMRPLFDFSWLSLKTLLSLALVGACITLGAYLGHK
Cdc42 wt = modulators of GTP binding to wildtype Cdc42, primary screen, biochemical, multiplex bead flow cytometry, Bodipy-GTP. Cell division control protein 42 homolog (Homo sapiens), P60953. GST-Cdc42 beads; actives lie on both sides. percent activity (GTP binding), % at 10 µM. 190,000 compounds, 0.2% hits. AID 761, 2007;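 active means percent activity GTP binding at least 20 points away from the 100% baseline, either down as inhibitor or up as activator; inconclusive means compound flagged as likely green fluorescent from well-wide comparison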;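 further: median bead fluorescence of bound Bodipy-FL-GTP at 100 nM; 0% = excess unlabeled GTP control and 100% = no compound control; below 100% means less GTP binding so inhibitor and above means activator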
Rac1 mut GTP = GTP binding modulators of activated mutant Rac1, primary screen, biochemical, bead-based flow cytometry, multiplex, fluorescent GTP; GST-Rac1 activated beads; actives lie on both sides; 100% means binding = to untreated wells; percent activity (GTP binding), % at 10 µM; 190,000 compounds, 0.11% hits; AID 764, 2007;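 active means GTP binding at least 20 percentage points away from the 100% baseline, in either direction, so actives lie on both sides; inconclusive means Compound likely fluorescent itself, or too few beads counted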
Bfl-1 Bim block = inhibitors of Bim binding to Bfl-1, primary screen, biochemical, multiplexed, bead-based flow cytometry; Bcl-2-related protein A1 (Homo sapiens), Q16548; inhibition, % at 10 µM; 190,000 compounds, 0.12% hits; Bim-Bfl-1 binding inhibition;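 further: 0% = wells without compound plus tracer and 100% = blocker peptide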
HRas wt GTP = modulators of GTP binding to HRas wildtype, primary screen, biochemical, bead-based flow cytometry, multiplex; GTP binding activity, % at 10 µM; 190,000 compounds, 0.14% hits; GST-Ras wt beads, Bodipy-FL-GTP binding; actives lie on both sides; GTPase HRas (Homo sapiens), P01112;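 active means GTP binding activity at least 20% away from the 100% baseline, either lowered as inhibitor or raised as activator; inconclusive means flagged as likely green fluorescent, judged across all proteins in the well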;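 further: 0% = unlabeled GTP competition control and 100% = no-compound control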
Target sequence (P01112 whole entry, looked up): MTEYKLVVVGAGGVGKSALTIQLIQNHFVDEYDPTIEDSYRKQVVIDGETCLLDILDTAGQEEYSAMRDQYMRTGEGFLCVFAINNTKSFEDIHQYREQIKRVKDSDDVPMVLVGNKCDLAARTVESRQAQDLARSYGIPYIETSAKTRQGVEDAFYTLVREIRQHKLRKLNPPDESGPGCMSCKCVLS
Rac1 wt GTP bind = wildtype Rac1 GTP binding modulators, primary screen, biochemical, GST-Rac1 beads, flow cytometry, multiplex | AID 757, 2007 | fluorescent GTP binding; actives lie on both sides; 0 = cold GTP competed, 100 = untreated | 190,000 compounds, 0.27% hits | Ras-related C3 botulinum toxin substrate 1 (Homo sapiens), P63000 | GTP binding activity (% of control), % at 10 µM;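 active means GTP binding activity at least 20 points away from the 100% control level, either lower or higher; inconclusive means compound flagged as likely green fluorescent, judged across all proteins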
Bim-Bcl-XL = inhibitors of Bim-Bcl-XL binding, primary screen, biochemical, multiplexed, bead flow cytometry, human Bcl-XL. Bcl-2-like protein 1 (Homo sapiens), Q07817. Bim peptide-Bcl-XL binding, fluorescence. inhibition, % at 10 µM. 190,000 compounds, 0.04% hits
Target sequence (Q07817 whole entry, looked up): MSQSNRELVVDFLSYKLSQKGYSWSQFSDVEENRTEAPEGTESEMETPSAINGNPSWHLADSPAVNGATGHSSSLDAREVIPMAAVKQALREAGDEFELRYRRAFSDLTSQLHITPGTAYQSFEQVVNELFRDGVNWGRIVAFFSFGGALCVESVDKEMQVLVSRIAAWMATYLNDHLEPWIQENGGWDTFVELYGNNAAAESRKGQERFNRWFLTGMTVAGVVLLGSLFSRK
Numbers without * were called inactive; u = inconclusive. Unless noted, no stated cut-off is given here; in the data, active means inhibition above about 40%.

SMILES	Rab2A wt mod	Bcl-B Bim block	Rab7 wt modul	Bim-Bcl-W	Bcl-2 Bim block	Cdc42 wt	Rac1 mut GTP	Bfl-1 Bim block	HRas wt GTP	Rac1 wt GTP bind	Bim-Bcl-XL
CCOC(=O)C(Sc1ncnc2c1sc1nc(N3CCOCC3)c3c(c12)CCCC3)c1ccccc1 (stereo not given)	101	-11	100	-2	-10	104	98	-17	99	102	-7
O=C(O)/C=C/c1cnc2ccccc2n1	99	0	104	1	1	98	94	-5	100	99	0
CCOC(=O)N1CCN(CC(O)COc2c(OC)cccc2OC)CC1 (stereo not given)	101	1	100	2	1	97	97	0	99	97	0
COc1ccc(C)cc1S(=O)(=O)NC1CCCCC1C (stereo not given)	99	-4	103	0	0	97	98	0	99	95	-5
Cc1ccccc1NC(=O)c1cc(S(=O)(=O)N2CCCCC2)cs1	101	-9	100	-1	-13	104	101	-14	101	104	-12
O=C(NC1CCN(Cc2ccccc2)CC1)c1ccc(S(=O)(=O)NCc2ccco2)cc1	99	1	105	-3	0	99	97	0	99	97	-3
O=C(c1cc(NC(=O)C23CC4CC(CC(C4)C2)C3)cc(NC(=O)C23CC4CC(CC(C4)C2)C3)c1)N1CCCCC1	99	-1	100	-4	2	96	96	4	100	99	-4
COc1ccc2nc(NC(=O)Cc3ccc(OC)c(S(=O)(=O)N4CCOCC4)c3)sc2c1	91	-10	93	0	-8	95	92	-5	95	95	-4
CCN(CC)c1ccc(C(=O)OCC(=O)Nc2sccc2C#N)cc1	97	-2	97	-8	-4	101	97	0	97	101	-11
COc1ccc(-c2nc(-c3ccccc3)nc(Cl)c2C#N)cc1	95	-2	99	0	-3	96	100	0	99	102	0
Cc1cc(NS(=O)(=O)c2ccc(NC(=O)c3ccoc3C)cc2)nc(C)n1	98	-7	102	0	-10	98	98	-9	98	100	-2
Cc1cccc(Cn2c(O)c(N=NC(=S)Nc3ccccc3F)c3ccccc32)c1	89	-3	97	0	0	84	84	4	90	82	0
O=C(CCC(=O)OCCCC(F)(F)C(F)(F)F)Nc1ccccc1	98	-1	99	-4	0	100	99	-1	98	100	-2
Cc1c(C(=O)OCC(=O)Nc2c(C)n(C)n(-c3ccccc3)c2=O)cccc1[N+](=O)[O-]	100	2	100	0	3	100	98	-4	100	98	1
CCC(C)[C@H](NC(=O)NCc1ccccc1Cl)C(=O)O (stereo not given in full)	98	-3	95	-4	-4	101	100	-3	99	102	-2
Cc1cc(C(=O)NNC(=O)CCCCC(=O)NNC(=O)c2cc(C)[nH]n2)n[nH]1	u	-8	u	-3	-1	u	u	1	u	u	-6
O=C(OCC(=O)N1CCCc2ccccc21)c1cccnc1Cl	97	-5	99	-1	-5	100	98	-9	98	102	-4
Cc1ccc(-c2cc(C(F)F)n3ncc(C(=O)N4CCc5ccccc54)c3n2)cc1	98	-1	98	-3	-1	99	96	0	99	104	-6
COCCCNC(=O)/C=C/c1c(Cl)cccc1Cl	102	-3	93	-2	-2	102	103	-2	100	102	-3
Cc1nn(-c2ccccc2)c(N)c1-c1ccccc1	97	2	94	-2	2	102	96	-4	99	102	-1
Cc1c(NC(=O)CN2C(=O)NC(C)(c3ccc4c(c3)OCCO4)C2=O)c(=O)n(-c2ccccc2)n1C (stereo not given)	101	-9	100	-6	-5	102	98	-7	102	103	-10
O=C(N/N=C/c1cccc(O)c1)c1csc2ccccc12	100	-6	101	0	-10	101	99	-19	101	102	-7
CC1=CS(=O)(=O)CC1Sc1nc2ccccc2[nH]1 (stereo not given)	100	-8	101	-5	-6	105	100	-14	101	104	-7
COC(=O)Nc1ccc(SCC(=O)c2ccccc2)cc1	96	-4	101	-1	-2	95	94	-3	99	102	-2
Clc1ccc2nc(CSc3nc4ccccc4o3)cn2c1	102	1	101	-2	0	104	101	0	104	101	-2

Sorted by SMILES length (smallest number first): part of the list above
SMILES	Rab2A wt mod	Bcl-B Bim block	Rab7 wt modul	Bim-Bcl-W	Bcl-2 Bim block	Cdc42 wt	Rac1 mut GTP	Bfl-1 Bim block	HRas wt GTP	Rac1 wt GTP bind	Bim-Bcl-XL
O=C(O)/C=C/c1cnc2ccccc2n1	99	0	104	1	1	98	94	-5	100	99	0
COCCCNC(=O)/C=C/c1c(Cl)cccc1Cl	102	-3	93	-2	-2	102	103	-2	100	102	-3
CC1=CS(=O)(=O)CC1Sc1nc2ccccc2[nH]1 (stereo not given)	100	-8	101	-5	-6	105	100	-14	101	104	-7
O=C(OCC(=O)N1CCCc2ccccc21)c1cccnc1Cl	97	-5	99	-1	-5	100	98	-9	98	102	-4
COc1ccc(-c2nc(-c3ccccc3)nc(Cl)c2C#N)cc1	95	-2	99	0	-3	96	100	0	99	102	0
O=C(CCC(=O)OCCCC(F)(F)C(F)(F)F)Nc1ccccc1	98	-1	99	-4	0	100	99	-1	98	100	-2
Cc1cc(NS(=O)(=O)c2ccc(NC(=O)c3ccoc3C)cc2)nc(C)n1	98	-7	102	0	-10	98	98	-9	98	100	-2
Cc1ccc(-c2cc(C(F)F)n3ncc(C(=O)N4CCc5ccccc54)c3n2)cc1	98	-1	98	-3	-1	99	96	0	99	104	-6
O=C(NC1CCN(Cc2ccccc2)CC1)c1ccc(S(=O)(=O)NCc2ccco2)cc1	99	1	105	-3	0	99	97	0	99	97	-3
Cc1cc(C(=O)NNC(=O)CCCCC(=O)NNC(=O)c2cc(C)[nH]n2)n[nH]1	u	-8	u	-3	-1	u	u	1	u	u	-6
COc1ccc2nc(NC(=O)Cc3ccc(OC)c(S(=O)(=O)N4CCOCC4)c3)sc2c1	91	-10	93	0	-8	95	92	-5	95	95	-4
Cc1c(NC(=O)CN2C(=O)NC(C)(c3ccc4c(c3)OCCO4)C2=O)c(=O)n(-c2ccccc2)n1C (stereo not given)	101	-9	100	-6	-5	102	98	-7	102	103	-10
O=C(c1cc(NC(=O)C23CC4CC(CC(C4)C2)C3)cc(NC(=O)C23CC4CC(CC(C4)C2)C3)c1)N1CCCCC1	99	-1	100	-4	2	96	96	4	100	99	-4

More records
SMILES	Rab2A wt mod	Bcl-B Bim block	Rab7 wt modul	Bim-Bcl-W	Bcl-2 Bim block	Cdc42 wt	Rac1 mut GTP	Bfl-1 Bim block	HRas wt GTP	Rac1 wt GTP bind	Bim-Bcl-XL
O=C(NCc1cccs1)C(Cc1ccccc1)n1cccc1 (stereo not given)	99	-9	98	-4	-8	103	99	-12	99	102	-6
CCOc1cc(CNCCO)cc(Br)c1OCc1ccccc1	100	-5	100	-4	0	102	99	-3	99	108	-1
CCOC(=O)C1CCN(CCC(=O)Nc2cccc(Cl)c2C)CC1	101	-8	100	0	-7	104	101	-11	102	106	-6
Cc1cc(OCC(=O)N2CCCCCC2)ccc1[N+](=O)[O-]	98	-4	97	-1	-7	101	101	-15	99	102	-2
Cc1nn(-c2ccccc2)c2nc(N)c(C#N)c(-c3ccc(F)cc3)c12	100	-6	103	0	-8	102	102	-3	102	102	-4
COc1ccc(C(=O)Nc2cccc(NC(C)=O)c2)cc1OC	100	-1	104	-3	0	101	100	0	100	105	-4
CCOc1ccccc1NC(=O)Cc1c(F)cccc1Cl	96	-8	95	-2	-13	99	97	-19	97	99	-5
Oc1ccc(Cl)cc1Cc1cc(Cl)ccc1O	99	2	93	3	0	101	99	2	97	100	1
COc1cccc(N/C(SCc2ccccc2Cl)=C(/C#N)C(=O)NCc2cccs2)c1	100	11	99	14	9	94	97	9	97	98	15
CC(=O)OC1COC(N2CCc3cc(Br)c([N+](=O)[O-])cc32)C(OC(C)=O)C1OC(C)=O (stereo not given)	100	-5	97	-1	-10	103	100	-12	100	107	-3
CCOC(=O)c1ccc(N2C(=O)CC(N3CCN(Cc4ccccc4)CC3)C2=O)cc1 (stereo not given)	100	-7	99	-2	-10	101	99	-12	101	101	-6
O=C(NCCCN1CCC(Cc2ccccc2)CC1)C1CCC(=O)N1C1CCCC1 (stereo not given)	101	-9	98	0	-6	105	99	-9	101	106	-6
O=C(Oc1c(CN2CCOCC2)cc(Cl)c2cccnc12)c1ccc(F)cc1	103	-13	103	-3	-10	101	98	-19	102	107	-12
COc1ccc(CCNC(=O)c2ccc3nc(-c4ccco4)c(-c4ccco4)nc3c2)cc1OC	88	0	94	19	11	93	92	42*	94	95	6
O=C(NCCCN1CCOCC1)c1ccc(Sc2ccc(F)cc2)c([N+](=O)[O-])c1	95	-5	92	-6	2	93	97	-2	93	96	-6
CC(C)/C=C1\CC/C(=C\c2ccc(N(C)C)cc2)C1=O	100	-19	100	0	-1	104	100	2	101	102	-1
CCN(CC)S(=O)(=O)c1ccc(Br)c(OC)c1	98	-7	103	0	-6	100	96	-5	100	98	-2
CCS(=O)(=O)Nc1cccc(C2=NN(S(C)(=O)=O)C(c3ccccc3)C2)c1 (stereo not given)	105	1	107	-4	3	97	99	1	102	100	0
COc1cc(C(=O)N2CCN(c3cc(Cl)ccc3Cl)CC2)cc(OC)c1OC	100	-4	97	0	-6	97	96	-8	95	99	-5
Cc1sc(NC(=O)Nc2ccccc2)c(C(N)=O)c1C	93	-35	93	0	-2	95	94	10	95	91	-5

Outcome played no part in choosing rows, and some 0.62% of all compounds hit somewhere here.
